Screening data from PubChem.
HT1080 IDH1KD tx: HT-1080 IDH1 knockdown cell toxicity (counter line); AID 686971; HT-1080 IDH1 knockdown viability, ATP luminescence, 48 h; Potency, µM (series often up to 46.1 µM), for inactives: top-dose activity, negative = toxicity, actives largely listed as cytotoxic; 360,000 tested, 2% active;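 also: potency is read from the fitted curve at half-maximal effect; 0% = DMSO wells and -100% = cell-free medium wells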
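Knockdown cells (IDH1KD HT-1080) received compounds 2 h after plating at 750 cells/well and were kept 48 h at 37 °C in 5% FBS RPMI. A CellTiter-Glo luminescence read gave % activity for curve fitting.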
DRD3 agonist: activates the human D3 dopamine receptor; P35462; D3R DiscoveRx beta-arrestin cells, luminescence, 90 min; max activation, %; 410,000 tested, 0.58% active; AID 652048; in the data active = max activation above about 30%; also: 0% is about no effect; mostly tested at two doses, the higher about 12 µM
Target sequence (P35462 whole entry, looked up): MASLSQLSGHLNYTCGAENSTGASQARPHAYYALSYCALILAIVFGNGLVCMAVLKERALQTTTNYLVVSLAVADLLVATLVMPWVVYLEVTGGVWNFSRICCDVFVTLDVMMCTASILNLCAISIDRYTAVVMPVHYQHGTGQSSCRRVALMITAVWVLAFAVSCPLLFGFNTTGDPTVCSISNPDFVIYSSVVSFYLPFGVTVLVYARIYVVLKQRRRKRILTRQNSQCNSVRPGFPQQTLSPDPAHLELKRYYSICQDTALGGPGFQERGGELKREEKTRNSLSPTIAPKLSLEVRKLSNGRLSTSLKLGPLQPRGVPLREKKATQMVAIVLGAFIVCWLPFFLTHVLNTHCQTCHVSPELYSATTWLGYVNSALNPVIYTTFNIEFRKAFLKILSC
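Agonist-mode cell screen: cells plated at 1500/well and incubated overnight at 37 °C, then exposed to library compounds for 90 min at 37 °C. Detection reagent was added for 30–60 min at room temperature, and luminescence was read.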
HT1080-NT tox: kills 2HG-producing HT-1080-NT fibrosarcoma cells; 360,000 tested, 1.6% active; Potency, µM (titrated, usually from 46.1 µM), for the others: top-dose activity, negative = less viability, hits mostly cytotoxic; HT-1080-NT fibrosarcoma viability, CellTiter-Glo ATP luminescence, 48 h;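 also: NT is the 2HG producing partner of a matched IDH1 knockdown line; potency is read from the fitted curve at half-maximal effect; 0% = DMSO-treated cells and -100% = media-only wells without cells; nearly all actives have a fitted effect of over 55% in size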
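Viability of the 2HG-overproducing fibrosarcoma line after 48 hours of compound exposure at 37 degrees C was determined by luminescence with CellTiter-Glo, and concentration-effect curves were then fitted and categorized.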
MCF10A rereplic: induces DNA re-replication in MCF 10a normal breast cells. 350,000 tested, 2.9% active. MCF 10A DNA re-replication, Hoechst nuclear intensity, 48 h. AID 624296. Potency, µM (top dose mostly 46.1 µM), without a hit: at the top dose activity, positive = re-replication, usual class: activators; also: potency is read from the fitted curve at half-maximal effect; % of control where 0% means no effect; nearly all actives have a fitted effect of over 50% in size
KB-V1 cytotox: KB-V1 MDR subline cytotoxicity | Potency, µM (doses to about 46.1 µM), without a hit: top-dose activity change, negative = cytotoxicity, actives largely listed as cytotoxic | 400,000 tested, 3.4% active | KB-V1 MDR cells viability, CellTiter-Glo, 72 h; also: potency is read from the fitted curve at half-maximal effect; % is scaled to controls: 0 for no effect and ±100 for the full control effect; nearly all actives have a fitted effect of over 60% in size
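KB-V1 MDR subline cells in DMEM (phenol-red free, 10% FBS) exposed to compounds in qHTS concentration series for 72 h at 37 degrees C. Viability read by CellTiter-Glo luminescence; concentration-effect curves fitted after normalization and correction.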
SW480 rereplic: induces DNA re-replication in SW480 colon adenocarcinoma cells. AID 624297. Potency, µM (titrated, usually from 46.1 µM), without a hit: top-dose re-replication activation, most hits filed as activators. SW480 DNA re-replication, Hoechst DNA content imaging, 48 h. 340,000 tested, 1.8% active; also: potency is read from the fitted curve at half-maximal effect; % of control where 0% means no effect; nearly all actives have a fitted effect of over 55% in size
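Per well, 250 cells were exposed to pinned compound for 48 hr. Nuclear DNA was visualised with Hoechst (40 min, 37 C) and total object intensity recorded by fluorescence scanning.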
KB-3-1 tox: KB-3-1 parental cell cytotoxicity. KB-3-1 viability, CellTiter-Glo ATP luminescence, 72 h. Potency, µM (titrated, usually from 46.1 µM), without a hit: at the top dose activity change, negative = cytotoxic, most hits filed as cytotoxic. 400,000 tested, 1.4% active. AID 1347075; also: potency is read from the fitted curve at half-maximal effect; % is scaled to controls: 0 for no effect and ±100 for the full control effect; nearly all actives have a fitted effect of over 60% in size
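Screening of KB-3-1 cells (DMEM, 10% FBS, phenol-red free) ran from lowest to highest compound concentration; after 72 h at 37 °C viability was read luminescently and curves fitted.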
GLP1R cytotox: cytotoxic in the GLP-1 receptor inverse agonist counter-screen | HEK293 cAMP-luciferase reporter cells, luminescence, 24 h | Potency, µM (top dose mostly 38.3 µM), inactives show top-dose activity change, negative = inhibition, usual class: inhibitors | 410,000 tested, 0.13% active | AID 624418;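 also: loss of luciferase light is scored as toxicity; potency is read from the fitted curve at half-maximal effect; % is scaled to controls: 0 for no effect and ±100 for the full control effect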
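1536-well qHTS counterscreen of the MLSMR; 200 cells/uL, 12 h pre-incubation, 23 nL cpd, 24 h at 37 deg C 5% CO2, luciferase detection reagent, 12 min RT, luminescence. Inhibition = undesired.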
IL1B secr inh: blocks inflammasome-driven IL-1 beta release. THP-1 LPS/ATP IL-1B secretion, AlphaLISA, 16 h; hits give low values. activity change, % at 57.5 µM. 360,000 tested, 4.7% active; in the data active = activity change below about -50%; inconclusive = mostly about -30% to -49%; also: % is scaled to controls: 0 for no effect and ±100 for the full control effect
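THP-1 cells pretreated 1 hr with compounds (up to 57.5 uM final), then stimulated with LPS (250 ng/mL final) plus ATP (1.25 mM final); secreted IL-1B measured by AlphaLISA after 16 hr, decreased signal indicating inhibition.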
The depositor's hits bear a star; ? = inconclusive; / = not tested or not shown; [ ] = dose if it differs, or a comment. Unless noted, calls follow the shape of the dose curve; as a rule, active = well fitted curve in the direction sought with a large enough effect; inconclusive = small, poorly fitted or top-dose-only effect, or another doubt; inactive = no such curve, though single readings can be large; an effect the other way counts as inactive or inconclusive.

Results follow in this order: HT1080 IDH1KD tx | DRD3 agonist | HT1080-NT tox | MCF10A rereplic | KB-V1 cytotox | SW480 rereplic | KB-3-1 tox | GLP1R cytotox | IL1B secr inh
1	CCOc1ccc(C(=O)Nc2cccc3cccnc23)cc1
    -23% | 0 | ? | ? | -25% | 1% | -1% | -4% | -3
2	Cc1cn(CC(=O)NCC(c2ccccc2)c2ccccc2)c(=O)[nH]c1=O
    -1% | -2 | 5% | 0% | 1% | 4% | 2% | 0% | -5
3	Cc1ccc2nc(N3CCN(C(=O)c4ccco4)CC3)sc2c1
    -20% | 14 | 1% | 17% | -5% | -524%[inhibitor] | 0% | 0% | -4
4	COc1ccc(S(=O)(=O)NCc2ccccn2)cc1NC(=O)c1ccccc1C
    ? | -12 | ? | 3.7µM* | ? | 7.3µM* | 15µM* | -9% | 24
5	O=C(c1cccc(S(=O)(=O)N2CCCC2)c1)c1cccc(S(=O)(=O)N2CCCC2)c1
    0% | 2 | -2% | 6% | ? | 2% | ? | 10% | 12
6	CC1(C)NC(=O)N(CCCCOc2ccc(Br)cc2Cl)C1=O
    -16% | 1 | 0% | 22% | -10% | -3% | -3% | 10% | 0
7	COc1ccc(S(=O)(=O)N(CC(=O)NCc2ccncc2)c2ccc(C)cc2)cc1OC
    5% | 5 | 6% | 0% | 11% | 157% | 2% | -5% | 6
8	Cc1cc(Cl)c2oc(C(=O)N(C)CC3CCOCC3)c(C)c2c1
    -11% | 6 | -8% | 17% | -4% | -2% | 10% | 9% | 2
9	CSc1ccc(CN(C)C(=O)CSCC(=O)Nc2cc(C)on2)cc1
    -2% | 0 | -1% | -1% | -2% | -4% | -10% | -5% | 5
10	COc1cccc(-c2nnc(SCC(=O)N3CCC(C)CC3)o2)c1
    / | 6 | / | / | 5% | / | 1% | -18% | /
11	CCOC(=O)N1CCN(C(=O)C[C@@H]2C[C@@]3(C(=O)OCC)CCCC=C3N(CCC3=CCCCC3)C2=O)CC1
    ? | -7 | ? | / | ? | / | -12% | -14% | -14
12	C=C[C@@H]1c2cccc(C)c2N(S(=O)(=O)c2ccc(C)cc2)[C@H](c2ccccc2)C1(C#N)S(=O)(=O)c1ccccc1 (stereo partly drawn)
    -7% | -2 | -10% | 25% | 16% | 2% | -7% | 1% | 35
13	COc1ccc(CNC(=O)C2(C)Cc3c(-c4cccc(NC(C)=O)c4)ccnc3O2)cc1OC (stereo not drawn)
    ? | 5 | -27% | / | 1% | / | -7% | 6% | 31
14	CC(=C/c1ccc(C(C)C)cc1)/C=N/NC(=O)c1ccncc1
    12% | 8 | 11% | 21µM* | -9% | -4% | 25% | ? | -7
15	CCN(CC)S(=O)(=O)c1ccc(NS(=O)(=O)c2cccc(C)c2)cc1
    16% | -6 | 12% | 20% | -5% | 0% | -4% | 1% | -4
16	COC(=O)[C@H](Cc1ccccc1)NC(=O)N1CCCCC1C (stereo partly drawn)
    -13% | 3 | 9% | -4% | -27% | -1% | -7% | -13% | 15
17	CCc1ccccc1NC(=O)c1ccc(NS(C)(=O)=O)cc1
    10% | 8 | 18% | 3% | 8% | -1% | 0% | 0% | -7
18	Cc1ccc(S(=O)(=O)/N=C(\Nc2cccc(C)c2)Nc2nc(C)cc(C)n2)cc1
    19% | -4 | 8% | -6% | -2% | -6% | 8% | -8% | -21
19	COc1ccc2[nH]cc(CCNC(=O)c3ccc([N+](=O)[O-])cc3)c2c1
    -8% | -11 | -5% | 4% | -27% | 1% | ? | 9%[7.66 µM] | ?
20	O=C(Nc1ccc2c(c1)OCCO2)c1cccc(S(=O)(=O)N2CCCCC2)c1
    -11% | -12 | -3% | ? | 16µM* | 0% | 2% | 1% | 0
21	O=C(NN=C1CCCCCCC1)C(=O)NC1CCCCC1
    9% | 0 | 13% | 4% | 8% | -5% | 0% | -3% | 12
22	COc1ccc(OC)c(NC(=O)CSc2nc3ccccc3cc2Cc2ccccc2)c1
    15%[9.24 µM] | 6 | -6% | 15µM* | -16% | 30% | -2% | 5% | 0
23	C=CCN1C(c2cccc(C(F)(F)F)c2)=CS/C1=C(\C#N)c1nnc(N2CCOCC2)n1-c1ccccc1
    -12% | -6 | -2% | / | -19% | / | -18% | -18% | ?
24	Cc1cc(C(=O)N2CCCC(N3CCN(c4cccc(Cl)c4)CC3)C2)n(C)n1 (stereo not drawn)
    -4% | 1 | -4% | -1% | -9% | 0% | 15% | -6% | 0
25	Cc1cccc(CN2CCN(c3ccccn3)CC2)c1
    13% | 25 | 6% | 1% | ? | -18% | 2% | -11% | -2
26	Cc1ccccc1C(=O)NC(=S)Nc1ccc(N2CCOCC2)cc1
    3% | -8 | 10% | 1% | -17% | -5% | 0% | -8% | -1
27	Cc1ccc(C(=O)OCC(=O)Nc2ccc(S(N)(=O)=O)cc2)c(O)c1
    7% | 1 | 10% | -1% | -1% | 2% | 30% | -22% | 5
28	CCOC(=O)C1(Cc2ccccc2)CCCN(Cc2ccccn2)C1 (stereo not drawn)
    14% | -5 | 3% | 7% | -5% | -4% | -6% | -9% | 14
29	CCOc1ccccc1Nc1ncccc1C(=O)N1CCCC1
    -2% | 3 | 0% | -2% | ? | -7% | 11% | ? | 7
30	CC(=O)Nc1cc(-c2ccc(N)cc2)cn2c(-c3cccc(C(F)(F)F)c3)cnc12
    -17% | 1 | -3% | / | -5% | / | 0% | 2% | -10
31	COc1cccc(C(C(=O)NC2CCCC2)N(Cc2cccnc2)C(=O)Cc2cccs2)c1 (stereo not drawn)
    1% | 13 | -3% | -4% | ? | 1% | -9% | -7% | -9
32	Fc1ccccc1N1CCN(c2nc3ccccc3n3nnnc23)CC1
    -4% | 3 | 0% | ? | -2% | -3% | ? | -1% | 32
33	CC(C)NC(=O)Cn1nnc(-c2ccccc2)c1COc1ccc2ccccc2c1
    -12% | 4 | -27% | / | -4% | / | 0% | 0% | -18
34	O=C(COc1cccnc1[N+](=O)[O-])NCCc1ccc(Cl)cc1Cl
    3% | -2 | -19% | 3% | -9% | ? | 10% | -11% | ?
35	CC1(Oc2cnc(Cl)c3ccccc23)CCN(Cc2ccc(OC(F)(F)F)cc2)C1 (stereo not drawn)
    5% | -7 | 7% | / | 6% | / | 0% | 9% | 4
36	Cn1c(=O)c2cc(NC(=O)CCc3ccccc3)ccc2n1Cc1cccc(C(F)(F)F)c1
    -2% | 1 | 5% | / | -26% | / | -22% | -24% | 9
37	CC1CCN(C2CC(=O)N(c3ccccc3)C2=O)CC1 (stereo not drawn)
    7% | 12 | 6% | ? | 1% | -11% | 6% | -13% | -8
38	O=C(CC[C@H]1O[C@@H](n2cnc3c(NC(=O)c4ccccc4)ncnc32)[C@H](O)[C@@H]1O)NCc1ccc2c(c1)OCO2
    3% | -11 | 29% | / | 23% | / | 0% | 0% | 1
39	CCOC(=O)CN1C(=O)N[C@@H](CCc2ccccc2)[C@H](C(C)=O)[C@H]1C
    3% | -5 | -3% | -2% | 6% | 0% | 18% | 1% | -6
40	CCOC(=O)C1CCN(C(=O)CSc2n[nH]c(-c3ccc(F)cc3)n2)CC1
    / | 0 | / | / | -3% | / | 0% | -5% | /
41	COC(=O)Cn1c(=O)c2c(nc3n2CC(C)CN3c2ccc(C)c(C)c2)n(C)c1=O (stereo not drawn)
    6% | 3 | -1% | -3% | 9% | 2% | -3% | 5% | 0
42	Cc1ccc(NC(=O)CN(C)S(=O)(=O)c2cnc[nH]2)c(C)c1
    0% | 1 | -3% | -13% | -24% | 5% | -14% | -21% | 17
43	OCC1(CCOc2ccccc2)CCN(CC2=Cc3cc(Cl)ccc3OC2)CC1
    18µM* | -27 | -22% | ? | -5% | ? | -19% | ? | -93*
44	CC(C)CCNC(=O)C1CCCN1C(=O)NC1CCCCC1 (stereo not drawn)
    11% | 1 | 12% | -4% | -9% | 8% | 2% | 3% | 2
45	CN(c1ccc(Cl)cc1)S(=O)(=O)c1nnc(NC(=O)C(C)(C)C)s1
    10% | 2 | 2% | 14% | 4% | 0% | -1% | -19% | -5
46	O=c1cc(-c2ccccc2)nc(N2CCN(Cc3ccc4c(c3)OCO4)CC2)[nH]1
    -20% | -7 | -1% | ? | -2% | -10% | 0% | -10% | -19
47	O=C(COC(=O)CCc1ccccc1)NCc1ccc2c(c1)OCO2
    7% | -3 | 10% | 3% | ? | 0% | -4% | 2% | 21
48	Nc1cccc(NC(=O)c2ccco2)c1
    2% | 5 | 3% | 11% | ? | -2% | 13% | 1% | 3
49	CCCCN(C(=O)CSc1cc(C)c2ccc(OC)cc2n1)c1c(N)n(Cc2ccccc2)c(=O)[nH]c1=O
    -6% | 1 | -9% | 9% | ? | -3% | -4% | -7% | -22
50	C=CCc1cccc(/C=N/NC(=O)C(C)Nc2cccc(C)c2)c1O (stereo not drawn)
    ? | -20 | ? | 7% | -22% | 3.3µM* | ? | ? | 35
51	O=C(C1=NN(c2ccccc2)C(=O)CC1)N1CCc2ccccc2C1
    -6% | -8 | -7% | -35%[inhibitor] | 0% | 6% | 18% | 1% | 51
52	O=C(NCc1ccccc1)C1=C[C@@H](c2coc3ccccc3c2=O)C[C@@H](OCCCCO)O1
    0% | -4 | 4% | -39%[inhibitor] | 0% | -26%[9.22 µM] | -5% | 0% | 0
53	CC(=O)c1c(C)[nH]c(C(=O)OCc2ccc([N+](=O)[O-])cc2)c1C
    -1% | 6 | 2% | 20% | -33% | -1% | ? | -6% | 20

Outcome played no part in choosing rows; overall some 11% were active at least once.
